VCAM1 TNFa inh – inhibitors of TNFa-induced VCAM1 expression, primary screen, imaging, HUVEC, TNFa stimulus, immunofluorescence | inhibition, % at 2 µM | HUVEC TNFa-induced VCAM-1 immunofluorescence, high-content imaging | 95,000 tested, 0.48% active;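 active means inhibition above the batch mean plus 3 SD, with images confirmed as a hit by eye, cut at about 37% in these data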;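 further: 0% = TNF-stimulated DMSO wells and 100% = unstimulated control wells; not every result past the cut was called active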
HUVEC tox TNFa – cytotoxicity in TNFa-stimulated HUVEC, primary screen, cytotoxicity control for VCAM1 expression modulator project, imaging, Hoechst nuclei count. HUVEC TNFalpha-stimulated, Hoechst cell count. cell count reduction, % at 2 µM. 93,000 tested, 0.17% active;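 active means cell count reduction exceeding the screen mean by over 5 SD, scaled to untreated wells per plate, cut at about 78% in these data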;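 further: cells counted after 24 h of TNF alpha exposure following the 1 h pretreatment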
IL1B cytotox – cytotoxicity in IL-1B stimulated HUVEC, primary screen, cytotoxicity control for IL-1B NFkB translocation project, imaging, Hoechst nuclear count, IL-1B stimulus. 94,000 tested, 0.41% active. cell count reduction, % at 2 µM. HUVEC cell count loss. AID 845, 2007;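 active means cell count reduction more than 3 SD above the screen-wide mean, cut at about 70% in these data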;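 further: normalized per plate to untreated control cells as the no-loss baseline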
CYP2C19 inh – blockers of cytochrome P450 2C19 activity – biochemical, luminescence, ADME assay, primary screen; CYP2C19 Supersomes, luciferin-H EGE luminescence, 30 min; inhibition, % at 5 µM; 96,000 tested, 21% active; AID 778, 2007;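 active means CYP2C19 inhibition above a set limit at 5 µM in the primary screen, cut at about 50% in these data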;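 further: plate controls were negative control wells for no effect and 2.5 mM tranylcypromine positive control for full effect; values of inactives mirror those of a sister screen read the other way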
Target sequence (P33261 whole entry, looked up): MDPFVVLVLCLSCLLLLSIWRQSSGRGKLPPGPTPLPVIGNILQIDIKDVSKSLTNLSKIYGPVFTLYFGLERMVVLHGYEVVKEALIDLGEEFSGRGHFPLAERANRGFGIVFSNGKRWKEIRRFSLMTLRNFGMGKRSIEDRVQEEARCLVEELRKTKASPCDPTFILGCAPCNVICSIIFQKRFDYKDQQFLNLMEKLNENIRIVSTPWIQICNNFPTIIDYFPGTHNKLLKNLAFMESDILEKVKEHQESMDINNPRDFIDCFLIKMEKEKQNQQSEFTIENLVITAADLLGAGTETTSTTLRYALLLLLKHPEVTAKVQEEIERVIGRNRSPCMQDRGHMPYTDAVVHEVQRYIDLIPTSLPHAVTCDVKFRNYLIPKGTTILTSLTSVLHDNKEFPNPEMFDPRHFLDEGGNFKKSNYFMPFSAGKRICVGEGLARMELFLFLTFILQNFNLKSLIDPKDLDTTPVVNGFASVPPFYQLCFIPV
CYP2C9 act – human CYP2C9 activators, primary screen, biochemical, luminescence; Cytochrome P450 2C9 (Homo sapiens), P11712; recombinant CYP2C9, luciferin-H conversion; active compounds read high; factor 1 = untreated enzyme, 0 = blocked; activation factor at 5 µM; 96,000 tested, 1.4% active;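 active means activation factor of 2 or more for CYP2C9 at a 5 µM dose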;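 further: 0 = sulfaphenazole-blocked wells and 1 = vehicle-only wells; values of inactives mirror those of a sister screen read the other way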
Target sequence (P11712 whole entry, looked up): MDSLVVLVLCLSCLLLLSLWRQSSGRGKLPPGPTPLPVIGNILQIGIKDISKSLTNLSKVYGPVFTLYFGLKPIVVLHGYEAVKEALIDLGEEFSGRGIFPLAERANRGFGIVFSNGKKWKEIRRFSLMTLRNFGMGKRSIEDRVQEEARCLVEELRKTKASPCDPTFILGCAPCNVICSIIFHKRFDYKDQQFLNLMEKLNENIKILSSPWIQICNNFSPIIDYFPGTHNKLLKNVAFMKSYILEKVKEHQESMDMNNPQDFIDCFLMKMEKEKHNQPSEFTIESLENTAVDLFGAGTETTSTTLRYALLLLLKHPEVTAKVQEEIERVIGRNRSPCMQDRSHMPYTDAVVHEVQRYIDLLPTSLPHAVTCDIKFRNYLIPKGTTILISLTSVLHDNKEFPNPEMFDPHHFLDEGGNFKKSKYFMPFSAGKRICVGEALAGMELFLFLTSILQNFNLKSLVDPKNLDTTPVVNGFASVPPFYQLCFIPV
CYP2C19 activ – human CYP2C19 activators, primary screen, biochemical, luminescence. recombinant CYP2C19, luciferin-H EGE luminescence; active compounds read high; 0 = fully inhibited enzyme, 1 = untreated enzyme. activation factor at 5 µM. Cytochrome P450 2C19 (Homo sapiens), P33261. 96,000 tested, under 10 active;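 active means activation factor of at least 2 at 5 µM in the primary screen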;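 further: 0 = wells with 2.5 mM tranylcypromine and 1 = vehicle-only wells; values of inactives mirror those of a sister screen read the other way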
hDAT+cocaine – changed hDAT dopamine uptake under cocaine IC80, either direction, primary screen, cocaine antagonist project, cell-based, LLC-PK1 hDAT, [14C]-dopamine uptake, MLSMR; LLC-PK1 hDAT cells, [14C]-dopamine uptake with cocaine IC80; actives deviate in either direction; Sodium-dependent dopamine transporter (Homo sapiens), Q01959; B-score at 10 µM; 110,000 tested, 1.3% active; AID 449768, 2010;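 active means Z score or B-score, a plate-position-corrected score, falls beyond the plate's 99.7% confidence bounds, in either direction; inactive means both scores lie inside the 99.7% bounds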;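 further: scored against the spread of the other compound wells on the same plate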
Calb biofilm kill – clotrimazole potentiators killing Candida biofilms, primary screen, with clotrimazole, Alamar Blue | AID 834, 2007 | 85,000 tested, 0.14% active | C. albicans biofilm + clotrimazole | inhibition, % at 6 µM;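 active means inhibition above 20%; inactive means inhibition below 20%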;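 further: preformed 24 hr biofilms exposed to compound for 48 hr; 0% = biofilm without compound and 100% = blank killed by clotrimazole plus chlorhexidine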
CYP2C9 inhib – blockers of cytochrome P450 2C9 activity – biochemical, luminescence, ADME assay, primary screen; P11712; CYP2C9 Supersomes, luciferin-H conversion; inhibition, % at 5 µM; 96,000 tested, 20% active;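 active means blocking of liver enzyme CYP2C9 beyond about 50% at 5 µM, limit read from the data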; further: values of inactives mirror those of a sister screen read the other way
Starred values were filed as active, the others as inactive; x = no result given. Hits appear at their usual frequency; overall some 29% were active at least once.

Compound	VCAM1 TNFa inh	HUVEC tox TNFa	IL1B cytotox	CYP2C19 inh	CYP2C9 act	CYP2C19 activ	hDAT+cocaine	Calb biofilm kill	CYP2C9 inhib
O=C(Cc1c(O)c2ccccc2[nH]c1=O)NC1CCCCCC1	x	x	x	-11	1.2	1.1	-0.7	-3	-18
COc1ccc(C(=O)Nc2ccc3c(c2)nc(CCNC(C)=O)n3C)cc1	18	-7	12	24	0.9	0.8	0.3	6	9
O=C(CSc1nnc(CNc2ccc(F)cc2)n1Cc1ccco1)N1CCOCC1	10	-17	-2	-13	1.1	1.1	-0.038	8	-8
CCOC(=O)C1CCN(Cc2nc3ccc(Cl)cc3n2CCO)CC1	-5	-8	-8	26	0.9	0.7	0.59	4	6
COc1ccccc1N1CCN(C(=O)C(NS(=O)(=O)c2cccs2)c2ccccc2)CC1 (stereo unspecified)	5	-11	-10	62*	0.6	0.4	-0.38	4	44
CCOC(=O)c1c(NC(=O)CCN2CCOCC2)sc2c1CC(C)(C)OC2	x	x	x	26	0.6	0.7	2.8*	-5	44
Cc1ccc(S(=O)(=O)N2CCN(S(=O)(=O)N3CCOCC3)CC2)cc1	11	-35	-15	7	1.6	0.9	-0.46	7	-56
O=C(c1ccccc1Cl)N1CCN(c2ccccn2)CC1	-2	2	9	82*	0.2	0.2	-0.75	6	78*
O=S(=O)(Nc1ccccn1)c1ccc(C2CCCCC2)cc1	-8	x	-12	23	0.6	0.8	0.58	10	40
CCOC(=O)Cc1nnc(Nc2cccc(C)c2)c2ccccc12	-4	-5	-115	-3	1.1	1	-0.0013	6	-7
Cc1cc(C)nc(NC(=NCCc2c[nH]c3ccccc23)NC(=O)c2ccco2)n1	2	-42	-20	96*	0	0	1	2	99*
CCN1C(=O)CC(c2ccco2)Sc2ccccc21 (stereo unspecified)	x	x	x	53*	0.8	0.5	0.53	x	24
Cc1sc(/N=C/c2c(O)ccc3ccccc23)c(C#N)c1C	0	-11	-11	-7	1.1	1.1	x	4	-9
CC1(C)CC(=O)C2=C(C1)N(c1ccccc1)C(N)=C(C#N)C2c1ccccc1 (stereo unspecified)	17	18	-49	x	x	x	-1.1	5	x
Cn1nc(-c2ccc(Cl)cc2)c2cc(C(=O)N3CCN(C(=O)c4ccco4)CC3)sc21	9	-17	3	31	0.7	0.7	-0.95	16	34
Cc1cccc(CCNS(=O)(=O)c2cnc[nH]2)c1	x	x	x	61*	0.1	0.4	-0.76	5	92*
CCC(CC)COC(=O)C(C#N)c1nc2ccccc2nc1N1CCOCC1 (stereo unspecified)	2	0	-161	56*	0.5	0.4	-0.023	x	48
Cc1cccc(N2C(=O)CC(N3CCC(c4nc5ccccc5[nH]4)CC3)C2=O)c1 (stereo unspecified)	6	-2	2	-6	1	1.1	0.021	5	-4
CCN1CCc2c(C#N)c(N3CCOCC3)nc(N3CCOCC3)c2C1	-2	-1	-117	-3	0.8	1	2.1	2	18
CC1N/C(=C\C(=O)c2ccccc2)N(O)C1(C)C (stereo unspecified)	6	-46	-2	44	0.7	0.6	-0.97	9	30
COc1ccc(-c2nc3ccccc3n2Cc2ccc(C)cc2)cc1	18	7	-3	-2	0.8	1	-0.012	6	23
O=C(NCCO)c1nc2ccccc2s1	12	-22	-26	x	x	x	-1.3	6	x
N#CC1=C(SCc2ccccc2)NC(=O)CC1c1ccco1 (stereo unspecified)	-2	-14	0	28	0.3	0.7	0.67	9	71*
Cc1ccccc1NC(=O)CN(c1ccc(F)cc1)S(C)(=O)=O	16	-12	-26	33	0.9	0.7	0.3	4	7
COc1ccc(C=NC(CO)C(O)c2ccc([N+](=O)[O-])cc2)cc1 (stereo unspecified)	2	-3	4	27	1	0.7	-0.042	3	-4
CCSc1nnc(-c2cccnc2)n1-c1ccc(C)c(Cl)c1	-11	-31	-79	15	0.9	0.9	2.1	1	8
Cn1c(=O)c2c(ncn2CC(=O)Nc2ccc(Cl)cc2Cl)n(C)c1=O	-5	-7	-8	18	0.9	0.8	0.51	-1	13
CCN(CC)CCn1c(OC)cc(=O)[nH]c1=O	5	-12	-173	-9	1.1	1.1	-0.0074	6	-15
CCc1c(C)sc(NC(=O)c2cc(-c3ccc(OC)c(OC)c3)on2)c1C#N	1	-6	4	-12	1	1.1	0.4	10	-4
CCOC(=O)c1ccccc1NC(=O)CSc1nnc(Cc2cccn2C)n1-c1ccc(C)cc1	28	-8	x	56*	0.1	0.4	0.46	x	89*
O=C(Nc1nnc(C2CCCCC2)s1)c1ccc(Br)s1	7	-34	-8	7	0.8	0.9	0.52	4	23
Cc1ccc(S(=O)(=O)N2CCN(S(=O)(=O)c3ccccc3)C2c2ccc(N(C)C)cc2)cc1 (stereo unspecified)	7	x	-26	94*	0.1	0.1	0.63	2	88*
Cc1cccc(NC(=O)Nc2cccc(C#N)c2)n1	x	x	x	-3	1.1	1	-0.22	9	-6
CC1CN(C(=O)Cn2c(C(F)(F)F)nc3ccccc32)CC(C)O1 (stereo unspecified)	4	2	17	-1	1	1	-0.98	5	3
CCCc1[nH]nc2c1C(c1ccccc1OCC)C(C#N)=C(N)O2 (stereo unspecified)	-13	7	19	15	1	0.8	0.53	1	1
CCC(NC(=O)c1cccc(Cn2nc(C)c([N+](=O)[O-])c2C)c1)c1ccc(C(C)C)cc1 (stereo unspecified)	-5	-21	6	23	0.5	0.8	-0.36	x	49
O=C(COc1ccc(Cl)cc1Br)NNC(=O)C(=O)N1CCCCC1	0	-14	-28	22	0.9	0.8	-0.78	x	14
CCCCCn1c(C(Cc2ccccc2)NC(=O)COC)nc2ccccc21 (stereo unspecified)	10	-12	5	63*	0.6	0.4	0.26	10	42
CCOC(=O)N1CCN(C(=O)c2ccccc2N(C)S(C)(=O)=O)CC1	-2	-16	2	-8	1.1	1.1	-0.25	8	-8
COc1ccc(S(=O)(=O)Nc2ccccc2)cc1OC	1	-1	7	90*	1.1	0.1	-0.3	-1	-7

By substructure, those above with a nitro group on carbon.
Compound	VCAM1 TNFa inh	HUVEC tox TNFa	IL1B cytotox	CYP2C19 inh	CYP2C9 act	CYP2C19 activ	hDAT+cocaine	Calb biofilm kill	CYP2C9 inhib
COc1ccc(C=NC(CO)C(O)c2ccc([N+](=O)[O-])cc2)cc1 (stereo unspecified)	2	-3	4	27	1	0.7	-0.042	3	-4
CCC(NC(=O)c1cccc(Cn2nc(C)c([N+](=O)[O-])c2C)c1)c1ccc(C(C)C)cc1 (stereo unspecified)	-5	-21	6	23	0.5	0.8	-0.36	x	49

(cont.)
Compound	VCAM1 TNFa inh	HUVEC tox TNFa	IL1B cytotox	CYP2C19 inh	CYP2C9 act	CYP2C19 activ	hDAT+cocaine	Calb biofilm kill	CYP2C9 inhib
CCOC(=O)N1CCN(C(=O)c2ccc(NC(=O)CC)cc2)CC1	-2	2	-15	3	1	1	-0.97	5	-1
COc1ccccc1Nc1nc(N)nc(CN2CCN(c3ccccc3F)CC2)n1	18	-4	0	7	0.8	0.9	2.8*	-3	17
COc1ccccc1NC(=O)CSc1nc2ccccc2c(=O)n1CCNC(C)=O	-2	-7	-14	33	0.5	0.7	0.35	-4	49
COCCNC(=O)CSc1ccc(C)cc1	x	x	x	49	0.9	0.5	x	-2	7
Nc1ccc(Br)c2c1C(=O)c1ccccc1C2=O	0	-8	-24	8	0.9	0.9	-0.78	0	10
COC(=O)c1cc(OC)c(OC)cc1NC(=O)Cn1nnc(-c2ccccc2Cl)n1	15	0	11	14	0.8	0.9	-0.65	7	19
N#CC1=C(N)S[C@@H](C(=O)c2ccc(F)cc2)[C@@H]1c1cccs1	22	15	26	x	x	x	-1.9	4	x
COCn1c(-c2ccc(OC)c(OC)c2)nc2ccccc21	-4	-24	-10	18	0.9	0.8	-0.14	6	5
COc1ccc(-c2c(C)nn(-c3ccccc3)c2N)cc1	16	-25	-29	17	1.1	0.8	0.74	10	-5
Cc1c(Cl)cccc1N(CC(=O)O)S(C)(=O)=O	6	0	-21	-5	0.8	1.1	-0.67	7	24
Cc1ccccc1C(=O)NCCSc1ccccc1	16	-23	x	38	1.1	0.6	0.17	5	-10
Cc1cc(C)cc(NS(=O)(=O)c2cnc(Cl)c(Cl)c2)c1	-22	-8	5	100*	0.1	0	-0.9	x	86*
CCc1cccc2c(C(=O)COC(=O)c3nn(C)c(=O)c4ccccc34)c[nH]c12	-8	-5	-4	94*	0.1	0.1	x	5	88*
O=C(O)CCC(NS(=O)(=O)c1ccc(N2CCCC2=O)cc1)C(=O)O (stereo unspecified)	x	x	x	12	1	0.9	-1	x	5
CCOC(=O)C(C(=O)Nc1ccccc1)C1CCCCC1 (stereo unspecified)	17	5	16	32	0.6	0.7	-0.52	2	44
CCOc1ccccc1C1C(C(=O)Nc2ccccc2OC)=C(C)Nc2nnnn21 (stereo unspecified)	x	x	x	88*	0.5	0.1	-0.42	-3	52*
CC1CCc2c(sc3ncnc(NCCCOC(C)C)c23)C1 (stereo unspecified)	13	5	17	98*	0.1	0	0.23	x	89*
COC(=O)CN1C(=O)C(C)(C)Oc2ccc(C(=O)NC3CC3)cc21	x	x	x	4	1	1	-0.26	6	4
CCCN1Cc2cccc(C(=O)Nc3ccc(CC)cc3)c2C1=O	-12	-7	14	2	0.6	1	-0.14	3	42
NC1=NC(c2ccc(F)cc2)n2c(nc3ccccc32)N1 (stereo unspecified)	-4	-10	2	67*	0.9	0.3	-1.8	3	7
N#CCCn1c(SCC(=O)NCC2CCCO2)nc2ccccc21 (stereo unspecified)	2	-20	-4	9	1.3	0.9	1.6	5	-31
CCC(=O)N(Cc1ccccc1)c1ccccn1	7	-2	20	-6	1.1	1.1	-0.37	-3	-7
O=C1CC(N(O)c2ccccc2)C(=O)N1c1cc(Cl)cc(Cl)c1 (stereo unspecified)	5	18	-38	23	1.5	0.8	0.14	5	-51
COc1cc2c(=O)n(Cc3ccco3)c(=O)n(CC(=O)c3ccc(Br)cc3)c2cc1OC	x	x	x	39	0.6	0.6	-0.2	9	41
CCn1c(NCc2ccccn2)nc2ccccc21	2	8	-155	x	x	x	0.62	-1	x
CNC(=O)N(O)C1N(C)C(=O)N(CC(=O)OC)C1(C)C (stereo unspecified)	10	-42	-18	23	1	0.8	0.88	4	-2
Cc1cccc(NC(=O)CSc2nnc(-c3ccccc3)n2N)c1	14	-39	7	4	0.8	1	1.1	6	15
O=C(CC1NCCNC1=O)Nc1ccc2c(c1)OCCO2 (stereo unspecified)	5	-5	19	-9	1	1.1	-0.4	0	-2
O=C(CN1C(=O)C2(OCCCO2)c2ccccc21)NCc1ccccc1	x	x	x	64*	0.8	0.4	0.27	11	15

Bioassay records from PubChem.
